# PfG6PD inh: PfG6PD (Plasmodium falciparum) enzyme inhibition | 0.78% of 350,000 active | AID 504690 | PfGluPho enzyme, NADPH resazurin-diaphorase fluorescence | inhibition, % at 20 µM;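 active = inhibition reaching at least a set limit at 20 µM in the primary screen, cut at about 59% in these data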;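 note: 0% = DMSO wells with substrate and 100% = DMSO wells lacking glucose-6-phosphate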
# SENP6 inh: blocks the human protease SENP6; Recombinant SENP6 catalytic domain, aminoluciferin luminescence; inhibition, % at 10 µM; Q9GZR1; 1.8% of 330,000 active;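 active = inhibition above about 50% at the single tested dose, limit read from the data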;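 note: plate controls were DMSO wells with enzyme for no effect and DMSO wells lacking enzyme for full effect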
# SENP8 block-1: blocks the human protease SENP8 | Q96LD8 | purified SENP8, Z-RLRGG-aminoluciferin cleavage, luminescence | inhibition, % at 10 µM | 1.2% of 330,000 active | AID 2540; in the data active = inhibition above about 50%
# SENP7 inh: inhibitors of human SENP7 protease; Q9BQF6; recombinant SENP7, Z-RLRGG-aminoluciferin luminescence, 40 min; inhibition, % at 5 µM; 1.5% of 330,000 active; AID 434973;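 active = inhibition above about 50% at the single test dose, limit read from the data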;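 note: plate controls were DMSO with enzyme for no effect and no enzyme buffer wells for full effect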
# Apaf-1 inh: human Apaf-1 inhibition. inhibition, % at 20 µM. reconstituted apoptosome caspase-3 activity, DEVD-Rh110 fluorescence. 0.71% of 330,000 active. O14727; active = inhibition of at least 40% at 20 µM;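 note: plate controls were DMSO wells for no effect and DEVD-CHO caspase inhibitor wells for full effect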
#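 Material: reconstituted apoptosome with Apaf-1, cytochrome c, caspase-9, procaspase-3, dATP / Buffer or medium: pH 7.5 Hepes buffer with CHAPS, BSA, DTT / Also added: cytochrome c with DEVD-Rh110 / Schedule: compound with Apaf-1, dATP, procaspase-3 30 min, then 50 min reaction, room temperature / Technique: rhodamine 110 fluorescence at Ex 480/Em 540 nm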
# SENP1 inh: SENP1 (human) catalytic domain inhibition; recombinant SENP1 catalytic domain, CyPet-SUMO1-YPet FRET cleavage; AID 624204; inhibition, % at 10 µM; 0.21% of 360,000 active;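 active = inhibition at least 30% at 10 µM, raw YFP signal under a set limit, fluorescence ratio 0.5 to 1.5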;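 note: 0% = enzyme with DMSO and 100% = no enzyme wells; some results filed as inactive read as strong as hits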
#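 System: Recombinant human SENP1 catalytic domain, His6-tagged | Incubation: Enzyme reaction for 50 min at room temperature, dark | Medium: Tris pH 8 with BME, BSA, NP40 and catalase | Also added: 25 nM SUMO1 FRET substrate | Compound: 10 µM single point, 0.5% DMSO | Measured by: FRET fluorescence in CFP and YFP emission channels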
# HKDC1 inh: HKDC1 (human) hexokinase inhibition | Q2TB90 | AID 493160 | inhibition, % at 20 µM | recombinant HKDC1, G6PDH/diaphorase resazurin coupled fluorescence | 0.16% of 340,000 active;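 active = inhibition above about 35% when tested at 20 µM, limit read from the data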;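 note: plate controls were DMSO wells with enzyme for no effect and DMSO wells lacking enzyme for full effect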
# Target sequence (Q2TB90 whole entry, looked up): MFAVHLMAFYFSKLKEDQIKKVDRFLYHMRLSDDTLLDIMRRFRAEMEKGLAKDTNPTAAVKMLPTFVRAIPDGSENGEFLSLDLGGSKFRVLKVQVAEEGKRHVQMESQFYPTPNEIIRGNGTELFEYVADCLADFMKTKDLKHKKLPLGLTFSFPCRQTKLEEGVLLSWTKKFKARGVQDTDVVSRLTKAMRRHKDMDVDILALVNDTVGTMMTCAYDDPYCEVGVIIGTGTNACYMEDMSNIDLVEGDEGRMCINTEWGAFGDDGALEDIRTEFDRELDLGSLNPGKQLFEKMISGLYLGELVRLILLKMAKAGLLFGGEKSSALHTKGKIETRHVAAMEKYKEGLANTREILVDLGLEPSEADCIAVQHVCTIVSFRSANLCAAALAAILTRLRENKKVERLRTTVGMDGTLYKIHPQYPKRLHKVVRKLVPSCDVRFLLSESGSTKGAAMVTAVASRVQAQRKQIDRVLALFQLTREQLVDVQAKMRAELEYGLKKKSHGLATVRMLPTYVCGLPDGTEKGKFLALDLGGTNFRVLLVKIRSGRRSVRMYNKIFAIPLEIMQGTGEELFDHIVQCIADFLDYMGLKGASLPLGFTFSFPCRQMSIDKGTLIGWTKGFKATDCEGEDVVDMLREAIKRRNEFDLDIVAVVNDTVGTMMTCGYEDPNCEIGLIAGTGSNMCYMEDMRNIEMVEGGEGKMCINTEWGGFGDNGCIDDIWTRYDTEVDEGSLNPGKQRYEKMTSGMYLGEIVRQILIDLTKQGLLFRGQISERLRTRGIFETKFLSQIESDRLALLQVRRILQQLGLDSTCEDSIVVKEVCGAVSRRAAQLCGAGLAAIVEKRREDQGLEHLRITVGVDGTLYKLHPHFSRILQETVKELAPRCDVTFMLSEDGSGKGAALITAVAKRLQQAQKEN
#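 Material: recombinant HKDC1 hexokinase; Amount: HKDC1 at 5 µg/mL; Medium: Tris pH 8.0 buffer with MgCl2, Tween-20, BSA, BME; Schedule: 90 min reaction incubation at room temperature, dark; Technique: coupled resazurin fluorescence, excitation 525 nm, emission 613 nm.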
# SENP8 block-2: blocks human SENP8 cleavage of Nedd8 substrate; inhibition, % at 20 µM; 0.64% of 360,000 active; recombinant SENP8, Nedd8 substrate fluorescence; Q96LD8; AID 602440; in the data active = inhibition mostly above about 40%, no sharp cut-off; inactive = mostly below about 27%
# The depositor's hits bear a star; . = no result given.
SMILES,PfG6PD inh,SENP6 inh,SENP8 block-1,SENP7 inh,Apaf-1 inh,SENP1 inh,HKDC1 inh,SENP8 block-2
CCOC(=O)C1=C(C)N=C2c3ccccc3C(=O)C2C1c1ccc(Cl)cc1 (configuration not stated),12,-16,-16,13,-6,4,13,12
Cc1cc(C)cc(OCCNC(=O)CCc2ccccc2)c1,5,15,9,8,16,0,-8,8
O=C(c1cccc(C(F)(F)F)c1)N1CCC(=O)N(C(CO)Cc2ccccc2)CC1 (configuration not stated),-4,-18,1,-2,2,-2,3,15
COC(=O)c1nc2ccccn2c1F,-1,4,-2,-2,-8,2,-2,-68
Cc1cc(C(=O)N2CCCC(N3CCN(c4cccc(Cl)c4)CC3)C2)nc(C)n1 (configuration not stated),3,1,7,-1,1,3,-5,-2
COC(=O)C1=C(C)N(Cc2ccccc2)C(=S)N[C@H]1c1ccccc1,-12,-2,-5,2,6,1,5,0
Nc1c(C(=O)O)sc2nc3c(cc12)CCCC3,-2,0,-1,0,-16,-45,-3,-14
CCCN(C(=O)c1cc(-c2ccco2)nc2ccccc12)c1c(N)n(Cc2ccccc2)c(=O)[nH]c1=O,9,-9,0,-3,6,-6,2,-209
CSc1ccc(CN(C)Cc2nc3cc(C(F)(F)F)ccc3c(=O)[nH]2)cc1,-2,16,3,5,8,-3,2,8
O=C(CC1Sc2ccccc2NC1=O)Nc1cccc(-c2nnc3n2CCCCC3)c1 (configuration not stated),4,-9,-11,-2,11,0,3,-9
O=Cc1cn(-c2ccccc2)nc1-c1ccc2c(c1)OCCO2,2,1,-3,12,23,-1,-3,2
O=C(NCCN1Cc2ccccc2C1=O)c1cccs1,7,-9,0,4,0,1,-2,17
Cc1c(CCC(=O)NCCCCCC(=O)O)c(=O)oc2cc3occ(-c4ccccc4)c3cc12,-11,-23,-7,-3,14,-1,2,-261
CCC(Sc1ncccc1C(=O)OC(C)C)C(=O)N1CCOCC1 (configuration not stated),-6,-13,5,6,-9,-1,-10,10
CN(C(=O)c1cc(Cl)c2c(c1)OCCO2)c1c(N)n(Cc2ccccc2)c(=O)[nH]c1=O,15,-6,-3,-3,-1,0,-6,15
CCOc1ccc(NS(=O)(=O)c2ccc(C(=O)NCCCN3CCOCC3)cc2)cc1,7,-7,-7,3,14,1,8,16
CCOc1ccc(NC(=S)N(CCc2c(C)[nH]c3ccccc23)Cc2cccnc2)cc1,25,-2,-3,0,21,0,-3,4
CCOC(=O)CC1(c2ccccc2)CCOC(C)(C)C1 (configuration not stated),-17,-4,-3,5,-4,1,-2,28
COC(=O)[C@@H](Cc1ccccc1)N(Cc1ccccc1)S(=O)(=O)N(Cc1ccccc1)[C@H](Cc1ccccc1)C(=O)OC,10,-14,-10,-4,23,-3,0,12
COc1ccc(C2(C(=O)Nc3c(C)n(C)n(-c4ccccc4)c3=O)CCCC2)cc1OC,-14,4,6,-2,1,0,-4,5
COc1ccc(-c2cc(C(=O)OCC(=O)Nc3cc(C)on3)c3ccccc3n2)cc1OC,1,13,2,1,-1,-1,1,-327
Cc1ccc(S(=O)(=O)NCC(C)NS(=O)(=O)c2ccc(C)cc2)cc1 (configuration not stated),4,-5,-2,-7,5,-1,5,25
Cc1sc2ncnc(SCC(=O)NCC(C)C)c2c1C,-10,1,-1,-7,-4,-2,-2,-1
O=C(CN1CCN(CN2C(=O)NC3(CCCCCC3)C2=O)CC1)Nc1cccc(F)c1,24,2,5,5,-9,0,-5,3
Cc1ccc(NS(=O)(=O)c2ccc3c(c2)NC(=O)C(C)C(=O)N3)c(Br)c1 (configuration not stated),-6,-10,-6,-5,1,0,-2,6

# Next section
SMILES,PfG6PD inh,SENP6 inh,SENP8 block-1,SENP7 inh,Apaf-1 inh,SENP1 inh,HKDC1 inh,SENP8 block-2
C/C=C/Cn1c(N(C)Cc2ccccc2)nc2c1c(=O)[nH]c(=O)n2C,10,-1,-11,8,4,-3,1,3
COc1cccc(CC(=O)Nc2ccccc2C(=O)N2CCOCC2)c1,-3,2,-4,0,-6,1,-5,8
CCCC1NC(=S)NC(C)=C1C(C)=O (configuration not stated),-13,-2,6,-1,-16,0,-3,14
CC(C)N1C(=O)S/C(=C/c2cccnc2)C1=O,11,-6,-11,-14,-2,0,-1,14
COc1ccc(CCNC(=O)CSc2cc(=O)[nH]c(N)n2)cc1OC,-6,-2,5,2,-18,3,-5,12
CN1C(=O)OC2(C)CCc3ccccc3C12C (configuration not stated),7,1,-5,-3,1,2,-11,21
Nc1nonc1-n1nnc(C(=O)N/N=C/c2ccoc2)c1CSc1ccccc1,11,24,1,3,10,1,-3,9
NC(=O)c1cc(Cl)cn(-c2ccccc2)c1=O,-7,11,5,-3,-3,0,1,-22
CCOc1ccc(C2C(C(=O)c3cccs3)=C(O)C(=O)N2CCCn2ccnc2)cc1 (configuration not stated),-1,9,-5,15,12,.,-1,.
O=C(NCCN1CCOCC1)c1ccc(CSCc2cccc(Cl)c2)o1,-8,7,-1,-6,2,2,1,17
N#Cc1cc(Oc2ccc(Cl)cc2)c(N2CCOCC2)cc1C#N,11,3,2,6,16,0,3,-7
COc1ccc(-c2nsc3c(N4CCCC4)ncnc23)cc1,17,52*,15,74*,4,0,2,-274
CC(=O)Nc1ccc(NC(=O)C(C)OC(=O)c2ccc(OCc3c(C)noc3C)cc2)cc1 (configuration not stated),-31,-2,5,0,-17,1,-8,19
NC(=O)C1CCN(c2oc(/C=C/c3ccccc3)nc2S(=O)(=O)c2ccccc2)CC1,-2,1,-13,17,23,-47,-2,-344
Cc1ccc(C)c(NC(=O)CSc2nnc(-c3ccccc3)n2N)c1,0,-17,0,-3,1,1,-6,17
O=C(NCc1ccccc1Cl)C1CCCN(c2nc3ccsc3c(=O)s2)C1 (configuration not stated),.,-11,1,7,-7,.,.,.
Cc1cccc(NC(=O)NCc2ccccn2)c1,10,11,1,13,4,1,-4,17
COCCN(Cc1cc2cc(C)c(C)cc2nc1Cl)C(=O)Nc1ccccc1,-3,-9,-2,-3,0,1,-10,3
COc1cccc(/C=N/NC(N)=S)c1OCc1ccccc1Cl,17,-3,4,6,11,1,-9,2
O=C(Nc1cccnc1Cl)c1cc(-c2cccc(O)c2)on1,-7,12,-18,14,-17,1,-4,5
Cc1nn(C(C)CC(=O)O)c(C)c1C (configuration not stated),-10,-11,4,-2,-15,1,-9,9
O=C(O)c1ccc(CSc2nnc(COc3ccc(Cl)cc3Cl)o2)cc1,-30,-5,-10,4,7,0,-1,17
COc1ccc(NC(=O)CCCn2cc([N+](=O)[O-])cn2)cc1,4,-3,7,0,-2,2,-6,8
Cn1cnnc1SCC(=O)Nc1cc(C(F)(F)F)ccc1N1CCOCC1,11,8,9,1,-8,2,-11,9
O=C(CSc1ncnc2sc3c(c12)CCCC3)c1ccco1,-12,-23,-8,-1,19,-13,1,3

# Looked up above.
# `COc1ccc(CCNC(=O)CSc2cc(=O)[nH]c(N)n2)cc1OC` – SENP1 inh: 3
# `COC(=O)C1=C(C)N(Cc2ccccc2)C(=S)N[C@H]1c1ccccc1` – SENP6 inh: -2
# `Nc1c(C(=O)O)sc2nc3c(cc12)CCCC3` – HKDC1 inh: -3
# `O=C(O)c1ccc(CSc2nnc(COc3ccc(Cl)cc3Cl)o2)cc1` – SENP7 inh: 4
# `NC(=O)c1cc(Cl)cn(-c2ccccc2)c1=O` – SENP1 inh: 0
# `CCOc1ccc(NC(=S)N(CCc2c(C)[nH]c3ccccc23)Cc2cccnc2)cc1` – SENP7 inh: 0

# (next part)
SMILES,PfG6PD inh,SENP6 inh,SENP8 block-1,SENP7 inh,Apaf-1 inh,SENP1 inh,HKDC1 inh,SENP8 block-2
C#CCOCCOCCOCCNc1nc(N2CCN(C(=O)Cn3cc(CCO)nn3)CC2)nc(N2CCN(C(=O)[C@H](CCCCN)n3cc(CC(C)O)nn3)CC2)n1 (some centres not stated),12,.,.,.,.,2,1,15
O=C(NCc1csc2ccccc12)Nc1cc(Cl)cc(Cl)c1,-3,-2,-6,-4,1,-1,-4,28
COc1ccc2c(c1)C(C)=CC(C)(C)N2C(=O)CSc1nnc(-c2ccc(C)cc2)o1,38,-3,0,-4,14,1,-1,14
O=C(Cc1c[nH]c2ccccc12)NCc1cccs1,4,11,2,4,-13,0,-11,20
COC(=O)CNC(=O)CNC(=O)Nc1ccccc1,-7,9,1,3,-2,3,-12,14
CC1(C)CC(=O)C(C(O)c2ccc([N+](=O)[O-])cc2)C(C)(C)N1 (configuration not stated),25,-1,8,3,3,6,-2,34
Cc1cc(C)c(C)c(S(=O)(=O)NCC(=O)NCc2ccco2)c1C,0,1,5,2,-2,-1,-3,14
CCOC(=O)[C@@H]1[C@H]2COc3cc(OC)ccc3[C@@H]2N2C(=O)N(c3cccc(F)c3)C(=O)[C@@]12C,0,-22,-8,7,6,1,1,6
COc1ccccc1OCCOCCOc1ccccc1Cl,1,-8,-4,-225,-1,1,5,-1
Cc1cccc(-c2nsc(SCC(=O)Nc3nccs3)n2)c1,-3,-9,-8,-7,0,1,-4,18

# Exported as labelled records: four of the compounds above.
O=C(Cc1c[nH]c2ccccc12)NCc1cccs1
  PfG6PD inh = 4 | SENP6 inh = 11 | SENP8 block-1 = 2 | SENP7 inh = 4 | Apaf-1 inh = -13 | SENP1 inh = 0 | HKDC1 inh = -11 | SENP8 block-2 = 20
COC(=O)CNC(=O)CNC(=O)Nc1ccccc1
  PfG6PD inh = -7 | SENP6 inh = 9 | SENP8 block-1 = 1 | SENP7 inh = 3 | Apaf-1 inh = -2 | SENP1 inh = 3 | HKDC1 inh = -12 | SENP8 block-2 = 14
CC1(C)CC(=O)C(C(O)c2ccc([N+](=O)[O-])cc2)C(C)(C)N1 (configuration not stated)
  PfG6PD inh = 25 | SENP6 inh = -1 | SENP8 block-1 = 8 | SENP7 inh = 3 | Apaf-1 inh = 3 | SENP1 inh = 6 | HKDC1 inh = -2 | SENP8 block-2 = 34
Cc1cc(C)c(C)c(S(=O)(=O)NCC(=O)NCc2ccco2)c1C
  PfG6PD inh = 0 | SENP6 inh = 1 | SENP8 block-1 = 5 | SENP7 inh = 2 | Apaf-1 inh = -2 | SENP1 inh = -1 | HKDC1 inh = -3 | SENP8 block-2 = 14

# Assay outcomes deposited in PubChem by Sanford-Burnham Center for Chemical Genomics.
